High-throughput results (PubChem BioAssay)
14-3-3 Bad inh: disrupts binding of bovine 14-3-3 zeta to phospho-Bad peptide. TR-FRET 14-3-3zeta/Dy647-pBad peptide displacement, 1 h. AID 781. inhibition, % at 21.7 µM. 0.71% of 220,000 active;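 active = inhibition above about 70%, limit read from the data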;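 note: 0% = full 14-3-3 plus peptide FRET controls and 100% = background without 14-3-3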
Target sequence (P63103 whole entry, looked up): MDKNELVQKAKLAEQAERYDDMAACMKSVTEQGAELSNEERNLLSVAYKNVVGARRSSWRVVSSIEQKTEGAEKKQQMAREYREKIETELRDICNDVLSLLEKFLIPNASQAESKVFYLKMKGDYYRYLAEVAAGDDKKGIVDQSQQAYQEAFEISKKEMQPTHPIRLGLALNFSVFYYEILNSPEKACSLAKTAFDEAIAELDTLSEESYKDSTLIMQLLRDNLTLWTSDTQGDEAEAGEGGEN
CHOP inh: inhibitors of CHOP induction in ER stress response; CHO-K1 CHOP-promoter luciferase, tunicamycin-induced, 15-18 h; inhibition, % at 10 µM; 3.8% of 220,000 active;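 active = compounds that reduced the stress-induced luciferase reporter signal by more than about 70% of percent inhibition, limit read from the data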;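 note: 0% = tunicamycin plus vehicle and 100% = wells without tunicamycin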
NPY-Y1 antag: NPY-Y1 (human) receptor antagonism | P25929 | HEK293-CNG Y1 cells, membrane potential fluorescence; NPY at EC95, then isoproterenol | inhibition, % at 3.6 µM | 1% of 200,000 active | AID 1040;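 active = inhibition above the campaign mean inhibition of all tested compounds plus 3 SD, cut at about 20% in these data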;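 note: 0% = DMSO wells given NPY plus isoproterenol and 100% = isoproterenol alone without NPY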
Target sequence (P25929 whole entry, looked up): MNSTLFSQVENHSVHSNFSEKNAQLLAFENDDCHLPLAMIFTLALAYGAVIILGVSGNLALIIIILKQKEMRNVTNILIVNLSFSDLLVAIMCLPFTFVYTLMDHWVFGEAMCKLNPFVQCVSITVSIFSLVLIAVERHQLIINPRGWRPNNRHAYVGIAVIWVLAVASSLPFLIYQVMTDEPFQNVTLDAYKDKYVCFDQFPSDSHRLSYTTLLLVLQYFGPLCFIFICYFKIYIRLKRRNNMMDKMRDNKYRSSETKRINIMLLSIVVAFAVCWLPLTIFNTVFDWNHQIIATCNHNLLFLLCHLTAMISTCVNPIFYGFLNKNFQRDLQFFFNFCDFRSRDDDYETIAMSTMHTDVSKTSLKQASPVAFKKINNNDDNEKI
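Assay system: HEK293 cells with Y1 receptor plus CNG channel | Probe or stimulus: NPY (25 nM), isoproterenol (1 µM), Ro 20-1724 (25 µM) | Timing: Compound incubation 1 h at room temperature, readout 45 min post-stimulation | Measured by: Membrane-potential fluorescent dye readout | Benchmarks: High control isoproterenol alone, low control NPY with isoproterenol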
EP2 modulator: modulates human prostaglandin E2 receptor EP2 signaling | P43116 | EP2-expressing cells, cAMP HTRF FRET, PGE2 co-stimulation | induction, % at 25 µM | 0.83% of 260,000 active;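 active = compounds whose cAMP rise, as percent of the full-agonist control response, exceeds 60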;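 note: rat C6 glioma line stably carrying human EP2 under a CMV promoter; the protocol text gives 20 µM as final concentration; 100% = response of wells given 1 µM PGE2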
Target sequence (P43116 whole entry, looked up): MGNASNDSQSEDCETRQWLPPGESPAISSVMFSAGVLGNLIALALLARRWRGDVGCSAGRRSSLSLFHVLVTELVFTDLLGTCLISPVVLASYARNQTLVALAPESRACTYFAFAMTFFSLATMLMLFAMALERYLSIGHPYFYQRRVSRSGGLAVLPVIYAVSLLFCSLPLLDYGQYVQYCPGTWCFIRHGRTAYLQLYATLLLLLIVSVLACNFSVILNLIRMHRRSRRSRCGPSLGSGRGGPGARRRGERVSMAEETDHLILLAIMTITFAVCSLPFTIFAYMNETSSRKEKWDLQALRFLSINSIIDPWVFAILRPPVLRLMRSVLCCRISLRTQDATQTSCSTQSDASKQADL
EP2 antag: blocks the human prostaglandin E2 receptor EP2; C6 glioma cells expressing human EP2, cAMP TR-FRET; cells stimulated with saturating PGE2; inhibition, % at 25 µM; 0.52% of 260,000 active; P43116;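 active = percent inhibition above 40 after rounding to a whole number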;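 note: rat C6 glioma host cells with rolipram phosphodiesterase inhibitor present; the protocol text gives 20 µM as final concentration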
NPY-Y1 PAM-ag: potentiators or agonists of human neuropeptide Y receptor Y1 | NPY-Y1 expressing cells, potentiator/agonist activation | activation, % at 3.6 µM | 0.37% of 220,000 active; in the data active = activation above about 33%, passing the limit was not always enough;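 note: cells stimulated with NPY at EC10 then isoproterenol at EC100; 0% = low agonist plus stimulus and 100% = saturating agonist plus stimulus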
PPC-1+TRAIL kill: PPC-1 cancer cell killing with TRAIL present | 0.41% of 220,000 active | cell killing (% activity), % at 4 µM | AID 1443 | PPC-1 cells + TRAIL, ATPLite viability luminescence;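 active = cell killing above 50% in the first pass at 4 µM, then a duplicate retest at 5 µM averaging 50% or more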;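 note: plate controls were cells with TRAIL plus DMSO for no effect and medium-only wells lacking cells for full effect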
TRPN1 ag: zebrafish TRPN1 (NompC) channel agonism | HEK293 zebrafish TRPN1-YFP, Fluo-8 calcium fluorescence; 100% = response to 87 µM carbachol | activation, % at 3 µM | 0.18% of 220,000 active | AID 1424;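 active = activation above its plate's cutoff, the mean activation of test wells on that plate plus 3 SD, cut at about 19% in these data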;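 note: 0% = DMSO alone and 100% = 87 µM carbachol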
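Material: zebrafish TRPN1-YFP in HEK293 cells. Doses: one dose of 3 µM, 0.3% DMSO. Incubation: dye 1 h 37 °C plus 30 min RT. Measured by: intracellular calcium fluorescence with Fluo-8.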
TRPML3 ag: agonists of human TRPML3 channel; Q8TDD5; AID 1448; HEK293 TRPML3-YFP, Fluo-8 calcium fluorescence; 100% = the carbachol control signal; activation, % at 3 µM; 0.29% of 220,000 active;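 active = activation above its plate's cutoff, the mean activation of the plate's test wells plus 3 SD, cut at about 12% in these data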;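 note: 0% = DMSO only wells and 100% = carbachol wells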
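Material: TRPML3-YFP stable HEK293 cells | Dosing: One concentration, 3 µM nominal, 0.3% DMSO | Timing: 125 s total fluorescence read per well | Technique: Fluo-8 calcium dye fluorescence, ex 470-495, em 515-575 nm | Measure: Percent activation from peak-to-basal fluorescence ratio, scaled between DMSO and carbachol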
* = called active by the depositor; · = no result given; & = joins results of further samples; [ ] = remark or other dose. Some of the compounds tested; count on the stated rates, not on these rows.

SMILES	14-3-3 Bad inh	CHOP inh	NPY-Y1 antag	EP2 modulator	EP2 antag	NPY-Y1 PAM-ag	PPC-1+TRAIL kill	TRPN1 ag	TRPML3 ag
O=C(NCC(c1ccco1)N1CCN(c2ccc(F)cc2)CC1)OCc1ccccc1 (centres undefined)	-10	48	2	10	1	3	22	-1.8	-0.7
CCOc1cc2c(cc1OC)C(c1cccc([N+](=O)[O-])c1)NCC2 (centres undefined)	-6	-6	6	15	5	1	-9	-1.0	0.1
COC(=O)[C@@H]1C[C@@]2(O)[C@H](O)[C@H](O)[C@H](O)C[C@H]2N1C/C=C/c1ccccc1	-2	-2	·	-4	4	·	0	·	·
CC(=O)C1=C(O)CC(c2ccccc2)CC1=NCCc1ccccc1 (centres undefined)	0	-10	4	0	4	6	-2	-3.2	-1.2
O=C(O)CCC(=O)N1CN2CN(C(=O)CCC(=O)O)CC([N+](=O)[O-])(C2)C1	-19	17	·	-10	16	16	2	0.8	1.0
CC(C)C(NS(=O)(=O)c1cccc2nsnc12)C(=O)NCCC1=CCCCC1 (centres undefined)	0	-3	4	14	5	21	14	-0.8	-0.8
c1ccc(Cn2cc(CN3CCCO3)c(-c3ccc4c(c3)OCO4)n2)cc1	-4	5	0	21	5	7	2	1.3	0.6
CC(C)(C)c1ccc(S(=O)(=O)N2CCN(CCC#N)CC2)cc1	1	8	-2	-17	5	11	-5	0.5	0.3
CCOc1cc2[nH]c(=O)n(CCCC(=O)N(C)Cc3ccccc3)c(=O)c2cc1OCC	11	6	3	-4	3	4	9	-0.6	-0.2
CC(C)NC(=O)CN1CCC(O)(c2ccccc2)CC1	7	22	-2	12	3	0	10	-0.5	0.7
O=C(O)CC/C(=N/Nc1ccc([N+](=O)[O-])cc1)C(=O)O	-3	3	·	21	5	3	-8	1.5	0.3
CN(C)CCNC(=O)C(C(=O)c1ccc(F)cc1)n1ccccc1=O (centres undefined)	0[fluorescence artefact?]	30	0	25	11	-1	12	0.8	0.5
CCOC(=O)c1[nH]c(C)c(C(=O)c2cc(F)ccc2F)c1C	-1	·	-8	54	·	-1	8	-3.0	-1.5
Cc1ccnc(SCC(=O)c2ccc([N+](=O)[O-])cc2)n1	-3	7	-1	15	5	1	6	1.4	0.1
COc1ncccc1-c1nnn(-c2ccc(Cl)nc2)n1	-2	15	3	-18	12	-9	3	-0.1	0.1
O=C(O)c1ccccc1S(=O)(=O)c1ccccc1CO	7[fluorescence artefact?]	32	-2	16	10	11	-6	0.9	0.6
COC(=O)c1cc(C(=O)Nc2ccc(Cl)cn2)cc([N+](=O)[O-])c1	-4	-15	1	17	7	1	14	-1.6	0.7
CCOc1ncccc1C(=O)OCC(=O)c1ccc(C)c(C)c1	-10	12	-1	15	7	-7	8	-2.5	0.0
Cc1nnc(SCC(=O)NC(C)(C)C)n1NCc1ccc(Cl)cc1	3	-3	3	-16	9	17	3	-0.2	0.2
CCOC(=O)NC1=NCC(C)S1 (centres undefined)	5	4	·	1	7	-2	1	-0.2	3.0
NS(=O)(=O)c1cnccc1Nc1ccc(Cl)c(Cl)c1	8	15	4	-42	4	-4	1	-0.4	-0.1
O=C(O)C1CC(O)CN1c1nc(Cl)ccc1[N+](=O)[O-] (centres undefined)	-19	6	-3	23	6	14	3	0.1	1.4
C[n+]1cccc2cccc([O-])c21	-3	3	·	10	16	0	6	1.4	0.9
Cc1nn(-c2ccc(F)cc2)c(Cl)c1/C=C1\C(=O)Nc2ccccc21	-17[fluorescence artefact?]	94*	13	-25	4	3	28	1.4	0.8
CCCCn1c(=O)n(C)c(=O)c2c(C(F)(F)F)cc(-c3ccncc3)nc21	·	37	14	33	21	-19	35	-0.6	-0.5
Cc1ccc(NC(=S)N2CCCC(c3nc4ccccc4[nH]3)C2)cc1 (centres undefined)	-15	2	-1	-55	2	4	-16	-1.5	-0.9
O=C(NCCN1CCCCC1)c1cc(OCC(F)(F)F)ccc1OCC(F)(F)F	-2	13	-2	13	19	-11	-4	-0.3	0.6
COc1ccc(C2C3=C(CC(C)(C)CC3=O)N(C)C3=C2C(=O)CC(C)(C)C3)cc1	-17	8	7	27	10	-3	-1	0.0	0.0
O=C(c1cccs1)N(C(=O)c1cccs1)c1ccccn1	-7	-4	0	17	5	5	-12	-0.7	0.8
CSc1sc(C(=O)NC(=O)NCc2cccnc2)c(C)c1-c1ccon1	-4	28	·	-6	11	2	16	2.0	0.0

Grouped by structure: the compounds so far containing a thiophene ring, fused or not
SMILES	14-3-3 Bad inh	CHOP inh	NPY-Y1 antag	EP2 modulator	EP2 antag	NPY-Y1 PAM-ag	PPC-1+TRAIL kill	TRPN1 ag	TRPML3 ag
O=C(c1cccs1)N(C(=O)c1cccs1)c1ccccn1	-7	-4	0	17	5	5	-12	-0.7	0.8
CSc1sc(C(=O)NC(=O)NCc2cccnc2)c(C)c1-c1ccon1	-4	28	·	-6	11	2	16	2.0	0.0

(continued)
SMILES	14-3-3 Bad inh	CHOP inh	NPY-Y1 antag	EP2 modulator	EP2 antag	NPY-Y1 PAM-ag	PPC-1+TRAIL kill	TRPN1 ag	TRPML3 ag
NC(CO)C12CC3CC(CC(C3)C1)C2 (centres undefined)	-1	-6	·	28	8	-26	6	1.3	0.9
Cn1c(=NC(=O)C(C)(C)C)sc2cccc(F)c21	-11	52	·	-18	8	0	1	-2.6	-0.2
CC12CC3(C)CC(C)(C1)CC(NC(=O)N1CCCC1)(C2)C3	4	24	0	-11	15	1	7	-0.7	-0.4
O=C(O)c1ccc(O)c(N2C(=O)Nc3ccccc3N2O)c1	-18	2	1	-5	7	-10	30	-0.3	0.6
O=[N+]([O-])c1ccc(C2CC(c3ccccc3)=Nc3ccccc3S2)cc1 (centres undefined)	1	8	·	28	17	-12	16	-1.0	0.2
N[C@@H](C(=O)N[C@@H]1C(=O)N2C(C(=O)O)=C(Cl)CS[C@H]12)c1ccccc1	59[fluorescence artefact?]	-17	-1	8&12	13&11	-9	8	2.6	0.6
CC(C)CCOc1ccc(C2=NNC(=O)CC2)cc1	1	36	15	48	2	-53	10	-1.3	0.7
O=C(/C=C/c1ccco1)NCC1OCCc2ccccc21 (centres undefined)	32	3	·	-2	2	24	-11	0.1	0.5
CC(=O)NC1C(OCc2cccc(Br)c2)OC(COC(C)=O)C(OC(C)=O)C1OC(C)=O (centres undefined)	6	1	5	4	4	11	12	1.5	-0.1
Cc1ccc(C)c(CN2C(=O)C3(OCCCO3)c3ccccc32)c1	-8	44	5	62*	8	-44	11	-3.4	-1.5
Cc1cc(=O)n2c3ccccc3n(CC(O)CN3CCC(C)CC3)c2c1C#N (centres undefined)	9	-4	10	-5	3	-51	8	-0.8	0.3
O=C(OCc1nnn(Cc2ccccc2)c1-c1c(COC(=O)c2ccccc2)nnn1Cc1ccccc1)c1ccccc1	9	6	·	14	11	·	9	·	·
COc1cccc(-c2nc(N3CCN(c4ccccc4)CC3)c3ccccc3n2)c1O	3	18	7	36	9	-13	32	0.7	0.4
Cc1cccc(-n2cc(CNCCN3CCOC3=O)c(-c3cccc(F)c3)n2)c1	-7	-10	12	-21	3	-3	11	0.1	0.8
CCS(=O)(=O)n1nc(-c2ccccc2)cc1N	8	27	-2	13	4	-7	3	-0.6	0.1
NCCCC[C@H]1CNC(=S)N1CCCCC1CCCCC1	-4	27	3	-31	17	9	26	-0.1	0.7
COCCOc1cc2ncnc(N3CCC(C(=O)O)CC3)c2cc1OCCOC	-1	0	·	5	3	1	-5	1.4	1.3
CC(Oc1ccc(Cl)cc1)C(=O)N/N=C/c1ccsc1 (centres undefined)	3[fluorescence artefact?]	13	0	-83	5	-7	24	0.7	0.0
O=C(O)c1ccc(-c2ccc(/C=C3\NC(=O)N(Cc4ccc(Cl)cc4)C3=O)o2)cc1Cl	13	-20	3	-13	1	-6	9	-0.1	0.0
CCCCOc1ccc(C2NC(=O)NC(C)=C2C(C)=O)cc1OCC (centres undefined)	-5	15	-2	-6	2	4	3	-2.5	-0.8
Clc1ccc(CSc2nc3ccncc3[nH]2)cc1	-5	13	1	3	12	-7	94*[5 µM]	0.0	-0.1
NC(=O)c1ccccc1NC(=S)NC(=O)c1ccc(Br)o1	-19	-3	-5	2	9	0	21	-0.8	0.4
Cc1ccc(C(=O)N/N=C\c2ccc(-c3ccc(Cl)cc3)o2)cn1	3	1	·	-27	5	-20	8	2.1	1.3
COc1cc(OC)nc(NC(=S)NC(=O)c2ccccc2)n1	-1	-7	-1	12	7	-3	31	1.0	-0.6
CCOC(=O)c1c(NC(=O)c2ccoc2C)sc(C)c1C	10	36	4	77*	17	-30	8	1.7	-0.4
CCOc1cccc(OCCOCCN2CCCC2)c1	12	39	-2	-15	10	7	9	0.2	0.7
N#Cc1nc(-c2ccc(OCc3ccccc3)cc2)oc1NCCCn1ccnc1	-11	28	9	-57	40*	-5	24	-0.5	0.3
Cc1c(NC(=O)OCCSc2nc(N(C)C)nc(N(C)C)n2)sc(=S)n1C	-11	28	4	13	6	-17	18	-2.0	0.1

Entries listed so far that have fluorine, in the order listed:
SMILES	14-3-3 Bad inh	CHOP inh	NPY-Y1 antag	EP2 modulator	EP2 antag	NPY-Y1 PAM-ag	PPC-1+TRAIL kill	TRPN1 ag	TRPML3 ag
O=C(NCC(c1ccco1)N1CCN(c2ccc(F)cc2)CC1)OCc1ccccc1 (centres undefined)	-10	48	2	10	1	3	22	-1.8	-0.7
CN(C)CCNC(=O)C(C(=O)c1ccc(F)cc1)n1ccccc1=O (centres undefined)	0[fluorescence artefact?]	30	0	25	11	-1	12	0.8	0.5
CCOC(=O)c1[nH]c(C)c(C(=O)c2cc(F)ccc2F)c1C	-1	·	-8	54	·	-1	8	-3.0	-1.5
Cc1nn(-c2ccc(F)cc2)c(Cl)c1/C=C1\C(=O)Nc2ccccc21	-17[fluorescence artefact?]	94*	13	-25	4	3	28	1.4	0.8
CCCCn1c(=O)n(C)c(=O)c2c(C(F)(F)F)cc(-c3ccncc3)nc21	·	37	14	33	21	-19	35	-0.6	-0.5
O=C(NCCN1CCCCC1)c1cc(OCC(F)(F)F)ccc1OCC(F)(F)F	-2	13	-2	13	19	-11	-4	-0.3	0.6
Cn1c(=NC(=O)C(C)(C)C)sc2cccc(F)c21	-11	52	·	-18	8	0	1	-2.6	-0.2
Cc1cccc(-n2cc(CNCCN3CCOC3=O)c(-c3cccc(F)c3)n2)c1	-7	-10	12	-21	3	-3	11	0.1	0.8
